EBI2 block: antagonists of human EBI2 receptor | AID 651636 | EBI2 beta-arrestin recruitment, luminescence, 7a,25-OHC stimulated | inhibition, % at 5 µM | 0.81% of 360,000 active | P32249; in the data active = inhibition above about 38%;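 also: enzyme fragment complementation signal reports receptor beta-arrestin coupling in cells; 0% = agonist plus DMSO wells and 100% = wells without agonist; some results beyond the cut were filed as inactive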
UBC13 polyUb: inhibitors of human UBC13 polyubiquitin chain formation; TR-FRET; inhibition, % at 20 µM; 0.47% of 330,000 active; AID 485273; in the data active = inhibition above about 45%, passing the limit was not always enough; inconclusive = no clear call, values can overlap the other calls
Target sequence (P61088 whole entry, looked up): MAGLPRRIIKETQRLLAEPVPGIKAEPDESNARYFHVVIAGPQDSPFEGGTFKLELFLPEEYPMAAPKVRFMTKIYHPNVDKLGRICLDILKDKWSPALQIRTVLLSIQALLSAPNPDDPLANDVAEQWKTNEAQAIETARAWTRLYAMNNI
Jurkat NFkB inh: lowers PMA/ionomycin-induced NF-kB signal in Jurkat cells; PMA/ionomycin-induced NF-kB luciferase reporter, luminescence; inhibition, % at 4 µM; 0.53% of 330,000 active; in the data active = inhibition above about 50%
CXCR6 block: CXCR6 (human) receptor inhibition; O00574; CHO-K1 PathHunter CXCR6 beta-arrestin, luminescence; inhibition, % at 20 µM; 0.36% of 360,000 active; AID 602244; in the data active = inhibition above about 34%, passing the limit was not always enough;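 also: antagonist mode with CXCL16 agonist at 10 nM final; 0% = 10 nM CXCL16 with DMSO and 100% = unstimulated wells without agonist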
Target sequence (O00574 whole entry, looked up): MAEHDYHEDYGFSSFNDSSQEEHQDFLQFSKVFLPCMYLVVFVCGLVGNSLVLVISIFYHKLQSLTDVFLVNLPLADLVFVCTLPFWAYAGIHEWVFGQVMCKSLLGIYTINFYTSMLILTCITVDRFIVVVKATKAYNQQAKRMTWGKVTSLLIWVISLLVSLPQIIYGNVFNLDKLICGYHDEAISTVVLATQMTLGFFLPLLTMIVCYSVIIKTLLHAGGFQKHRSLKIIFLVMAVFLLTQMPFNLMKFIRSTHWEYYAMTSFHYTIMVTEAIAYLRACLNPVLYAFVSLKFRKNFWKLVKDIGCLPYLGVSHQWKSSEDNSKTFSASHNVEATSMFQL
APJ antagonist: blocks the human apelin receptor APJ; CHO-K1 APJ beta-arrestin complementation, luminescence; inhibition, % at 20 µM; 0.32% of 330,000 active;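 active = inhibition above about 40% at 20 µM, limit read from the data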;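 also: cells challenged with 10 nM apelin-13 agonist together with compound; plate controls were apelin-13 plus DMSO wells for no effect and DMSO wells lacking apelin-13 for full effect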
Target sequence (P35414 whole entry, looked up): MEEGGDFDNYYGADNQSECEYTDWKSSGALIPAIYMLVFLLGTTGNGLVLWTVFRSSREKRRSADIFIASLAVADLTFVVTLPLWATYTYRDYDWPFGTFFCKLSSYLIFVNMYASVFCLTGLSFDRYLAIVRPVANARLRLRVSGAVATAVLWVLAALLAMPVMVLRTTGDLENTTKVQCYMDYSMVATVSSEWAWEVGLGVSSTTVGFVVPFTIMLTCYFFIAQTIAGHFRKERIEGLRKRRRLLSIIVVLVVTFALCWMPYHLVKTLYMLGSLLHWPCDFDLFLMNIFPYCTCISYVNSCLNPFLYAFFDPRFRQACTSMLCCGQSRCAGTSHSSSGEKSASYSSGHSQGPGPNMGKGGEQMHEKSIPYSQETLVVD
697 NFkB inh: inhibitors of the PMA/ionomycin-induced NF-kB reporter in 697 B cells; 697 B-cell NF-kB luciferase reporter, 16 h; inhibition, % at 4 µM; 0.33% of 330,000 active; AID 435022; in the data active = inhibition above about 35%
Gli-Sufu antag: blocks Gli-Sufu signaling in a luciferase reporter; Sufu-KO-LIGHT fibroblasts, Gli luciferase reporter luminescence; inhibition, % at 5 µM; 0.74% of 340,000 active; AID 588413;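 active = inhibition above about 55%, limit read from the data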;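 also: 0% = DMSO-treated cells and 100% = wells with medium but no cells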
CCR6 antag: blocks CCL20-driven beta-arrestin recruitment at human CCR6; CHO-K1 CCR6 PathHunter beta-arrestin, luminescence, CCL20-stimulated; P51684; 0.49% of 340,000 active; inhibition, % at 20 µM;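 active = compounds whose inhibition of the agonist-driven luminescence signal at 20 µM reaches about 50%, limit read from the data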;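 also: cells stimulated with CCL20 at 14 nM final; plate controls were DMSO with CCL20 for no effect and DMSO without agonist for full effect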
* = called active by the depositor; ? = inconclusive; . = no result given.

structure	EBI2 block	UBC13 polyUb	CXCR6 block	CCR6 antag	697 NFkB inh	APJ antagonist	Jurkat NFkB inh	Gli-Sufu antag
O=C(O)CCc1ccc(-c2ccc(F)cc2)n1NC(=O)c1ccco1	-3	-6	-8	-3	8	-4	4	4
Cc1ccc(CSCC(=O)N2CCN(Cc3ccc4c(c3)OCO4)CC2)cc1	-5	3	2	12	-9	7	-13	-23
CC1CCN(C(=O)C(C)c2ccc([N+](=O)[O-])cc2)CC1 (stereo unspecified)	-15	3	8	2	9	14	5	0
CN(CC(=O)Nc1cccc(F)c1)C(=O)c1ccc2c(=O)n3c(nc2c1)CCC3	-7	-2	4	-4	-8	-56	5	1
C/C(=N\O)C(=O)NCc1ccncc1	-7	-2	-4	-10	12	22	-7	-4
O=C(/C=C\Nc1ccc(S(=O)(=O)Nc2ncccn2)cc1)c1cccc2ccccc12	5	6	0	5	17	-1	3	15
COc1ccc(C(c2sc3ncnn3c2O)N2CCN(c3ccccc3F)CC2)cc1OC (stereo unspecified)	-7	-5	2	18	-17	8	1	-33
CC(=O)Nc1cccc(NC(=O)CSc2nc3c(c(=O)n(C)c(=O)n3C)n2C)c1	7	-5	2	11	-1	19	-12	15
Cc1c(C(N)=O)sc2ncn(CC(=O)N(C)C3CCCCC3)c(=O)c12	9	13	-2	-10	12	1	20	-2
CCCCCn1c(N2CCC(Cc3ccccc3)CC2)nc2c1c(=O)[nH]c(=O)n2C	34	17	5	21	-38	6	-2	14
CCC1CCCCN1Cc1c(O)ccc2c(=O)c(-c3ccccc3OC)coc12 (stereo unspecified)	8	9	-2	-6	-1	-7	-9	3
CCOC(=O)c1[nH]c(C)c(/C=N/O)c1C	-1	12	-4	-11	3	0	0	-3
O=C(COc1ccccc1)N1CCCC1	5	-8	5	-7	-14	21	1	0
COc1ccc(/C=C2\CCc3ccccc3C2=O)cc1OC	-34	8	-11	4	-87	-7	0	-20
Cc1ccc(-n2c(SCC(=O)NCCN3C(=O)CSC3=O)nnc2-c2ccccc2F)cc1	30	0	14	-6	10	-1	-2	-5

Reformatted: entries from further up.
> O=C(O)CCc1ccc(-c2ccc(F)cc2)n1NC(=O)c1ccco1
  EBI2 block: -3
  UBC13 polyUb: -6
  CXCR6 block: -8
  CCR6 antag: -3
  697 NFkB inh: 8
  APJ antagonist: -4
  Jurkat NFkB inh: 4
  Gli-Sufu antag: 4
> Cc1ccc(CSCC(=O)N2CCN(Cc3ccc4c(c3)OCO4)CC2)cc1
  EBI2 block: -5
  UBC13 polyUb: 3
  CXCR6 block: 2
  CCR6 antag: 12
  697 NFkB inh: -9
  APJ antagonist: 7
  Jurkat NFkB inh: -13
  Gli-Sufu antag: -23

Further results
structure	EBI2 block	UBC13 polyUb	CXCR6 block	CCR6 antag	697 NFkB inh	APJ antagonist	Jurkat NFkB inh	Gli-Sufu antag
COC(=O)c1sc(S(=O)(=O)N2CCN(CCO)CC2)c(C(=O)OC)c1C	2	-2	-3	-1	8	10	-16	-4
O=C(c1cn(CC2CCCCC2)nn1)N1CCN(c2ccc(F)cc2)CC1	1	-6	-5	4	-23	19	-1	-16
Cc1ccccc1-n1c(N)c(C(=O)Nc2ccc(F)cc2)sc1=S	-7	-9	-13	6	-17	2	-7	-16
Cc1ccc(S(=O)(=O)N2CCc3ccccc3C2CN2C(=O)c3ccccc3C2=O)cc1 (stereo unspecified)	-1	4	3	-3	2	-3	12	14
C/C(=C\c1cccc(Cl)c1Cl)C(=O)c1c(C)cc(C)[nH]c1=O	-1	-2	-9	14	11	9	1	-18
COc1cccc(NC(=O)COC(=O)c2ccccc2SCC(=O)N2CCCC2)c1	-3	-7	-6	4	-12	-7	-12	-5
CCO[C@H]1OC(C(=O)N2CCN(C)CC2)=C[C@@H](C)[C@@H]1CCCO	-10	-11	-12	2	-1	4	-5	7
Cn1nnnc1SCc1csc(C2C(C#N)=C(N)OC3=C2C(=O)CCC3)c1 (stereo unspecified)	-2	-6	0	18	-5	-9	-6	-8
CCNC(=O)c1cnn(-c2ccccc2)c1-c1ccccc1	-2	4	9	-1	-10	-6	3	3
CCN1CCCC1CNCc1cccc(OC)c1OCc1ccccc1F (stereo unspecified)	-4	11	13	-8	11	9	-7	10
C=CC[C@@H](CC(=O)N(CCO)Cc1ccccc1)C(=O)N[C@@H](C)COC(=O)[C@@H](CC=C)Cc1ccc(F)cc1	15	16	4	12	3	22	16	4
CCN1CCN(C(c2cccs2)C(C)NC(=S)Nc2cc(C)ccc2C)CC1 (stereo unspecified)	-9	13	5	20	-19	-3	-7	6
O=C(c1ccc(Br)o1)N1CCN(C23CC4CC(CC(C4)C2)C3)CC1	-7	2	2	10	6	14	3	17
O=C(Nc1ccc(Cc2ccncc2)cc1)C1CC1	-10	3	-3	-5	0	-17	7	6
O=C(NNS(=O)(=O)c1ccc(Cl)cc1)C1CCN(Cc2ccccc2)CC1	4	0	-6	5	11	4	-16	4
Cc1[nH]c(=S)[nH]c(=O)c1CCCO	-4	2	4	-3	6	-10	10	28
O=C(NCc1ccco1)c1cnn2cccnc12	9	16	3	16	1	9	1	-6
CC(C)(C)N(Cc1cc2ccccc2[nH]c1=O)C(=O)c1cccnc1	-5	4	-7	1	6	7	4	-5
COc1ccc(CN2CCNC(=O)C2CC(=O)NCCCn2cccn2)cc1C (stereo unspecified)	-11	-12	2	16	11	4	2	6
Cc1ccc2nc(SCC(=O)O)nc(C)c2c1	-10	-12	-2	8	-4	-19	1	3
CCOC(=O)Cn1cc(Cl)c(=O)c(Cl)c1	-7	-1	0	-5	9	2	-4	2
CCN(CC(=O)NC1CCS(=O)(=O)C1)S(=O)(=O)c1cccc(C(C)=O)c1 (stereo unspecified)	-2	-12	0	9	-1	9	-3	2
COc1ccc(-c2nc(N)n[nH]2)cc1OC	7	-5	-3	-7	5	7	-5	-6
CN(C)S(=O)(=O)c1ccc(Cl)c(C(=O)Nc2nc3ccccc3[nH]2)c1	-10	6	1	6	6	-6	-7	1
CCOC(=O)C1=C(C)N=c2s/c(=C\c3ccc(OCC(=O)O)c(OC)c3)c(=O)n2C1c1ccc(OC)cc1 (stereo unspecified)	3	-34	9	19	11	23	-4	2
COc1ccccc1NC(=O)NCc1ccc2c(c1)OCO2	.	-2	.	.	-5	8	6	.
Cc1ccc(NC(=O)CNC(=O)OCc2ccccc2)cc1C	2	-3	-6	5	3	8	1	-1
Cc1nn(C)c(C)c1NS(=O)(=O)c1ccc(N2CCCC2=O)cc1	0	-3	-2	2	-48	-23	0	34
COc1ccc(CCNC(=O)c2coc3ccccc3c2=O)cc1	-7	-2	4	20	1	12	-18	11
C=CC[n+]1c(C)csc1Nc1cccc(Br)c1	5	-17	-5	15	-37	21	-14	6
CSc1nc2c(c(C(F)(F)F)n1)CC(C)CC2 (stereo unspecified)	-6	11	3	-16	21	8	16	99*
Cc1cccc(C(=O)N2CCc3cc(-c4nc(NC(=O)Cn5nnc6ccccc6c5=O)sc4C)ccc32)c1	.	-23	.	.	-22	12	4	.
COc1ccc(NC(C)=O)cc1NC(=O)c1cccc(S(=O)(=O)N2CCc3ccccc32)c1	16	12	7	7	13	-8	17	3
Cc1ccc(C(=O)OCC(=O)Nc2cccc(S(=O)(=O)NC3=NCCCCC3)c2)c(C)c1	-4	6	-1	-6	9	12	2	.
COc1cccc(CNC(=O)Cn2ccc3cc(S(=O)(=O)N4CCC(C)CC4)ccc32)c1	2	-1	6	9	-18	19	0	3
Cc1ccc(S(=O)(=O)N2CCCCC2)cc1NC(=O)Cn1ccsc1=N	-9	17	0	3	-9	-7	7	5
COC(=O)c1c[nH]c(=S)n1Cc1ccccc1	-9	.	-2	6	.	.	.	-2
CC(=O)N1c2ccc(S(=O)(=O)N3CCC(C(=O)Nc4ncccc4C)CC3)cc2CC1C (stereo unspecified)	1	-5	-1	8	-4	-44	2	-1
COc1ccc(-c2nnc(SCC(=O)N3CCc4ccccc4C3)o2)cc1	7	6	2	-4	8	-3	3	2
CC(C)(CNC(=O)c1cccc(NS(=O)(=O)c2ccc(Br)cc2)c1)N1CCOCC1	0	-11	-1	0	5	-17	7	4
CC(=O)C1=C(O)C(=O)N(c2ccc(Br)cc2)C1c1ccc([N+](=O)[O-])cc1 (stereo unspecified)	-9	-8	0	4	7	18	-2	1
Cc1[nH]n(-c2ccccc2)c(=O)c1N=Nc1cccc(S(=O)(=O)N2CCOCC2)c1	5	-72	13	36	-27	33	-1	24
COC(=O)c1cccc(Nc2cc(C)nc(-c3ccccc3O)n2)c1	26	?	-4	-14	18	5	-4	27
Cc1ccc(C(C)C)c(OCC(=O)NC(=S)Nc2ccccc2N2CCOCC2)c1	8	4	-10	15	-11	15	20	12
CCOC(=O)c1cnc2ccc(C(=O)OC)cc2c1Nc1cccc(C(=O)O)c1	-7	3	7	1	17	5	1	10
CCN(CC)CCNC(=O)c1c(O)c2cc(OC)c(OC)cc2[nH]c1=O	-4	26	-20	5	-13	14	-3	-11
CCOc1ccc(N2C(=O)CC(NCCNc3ccc(C(=O)c4cccs4)cc3)C2=O)cc1 (stereo unspecified)	8	12	3	8	12	-1	-4	6
O=C(c1ccc(CS(=O)Cc2ccc(Cl)cc2)o1)N1CCN(c2ccc(F)cc2)CC1 (stereo unspecified)	3	4	-9	-1	-9	3	22	-9
Nc1nc(CSc2n[nH]c(-c3ccccc3)n2)nc(Nc2ccccc2)n1	2	0	-2	5	-34	1	-1	4
O=C(Cc1nc2ccccc2[nH]1)NCc1ccco1	-2	6	9	0	8	-7	-7	10
Cc1cc(C(=O)CCC(=O)N2CCN(c3ccccc3O)CC2)c(C)s1	11	-3	0	-5	7	5	17	3
O=C(NCc1ccco1)/C(=C\c1ccco1)NC(=O)c1ccc(Br)o1	-4	-3	-6	3	6	-3	5	-3
O=C(Cc1ccccc1)NCC(=O)N/N=C/c1cccs1	6	3	-7	0	-34	3	-2	-13
CCOC(=O)COc1cccc2c(=O)n(CC(=O)NCCc3ccccc3)ccc12	-4	3	0	-6	22	13	15	0
CC1CCCCN1S(=O)(=O)c1ccc2c(c1)CCN2C(=O)CCC(=O)O (stereo unspecified)	-6	-18	-5	5	-8	-16	-8	3
CC1CCN(S(=O)(=O)CCNC(=O)c2ccc(F)cc2)CC1	-5	5	1	10	-6	11	6	-2
CCCCNC(=O)c1ccccc1NC(=O)CN(c1ccccc1)S(=O)(=O)N(C)C	-3	-13	1	18	6	5	-13	8
COc1ccc(NC(=O)C(CC(C)C)NC(=O)C2CCCCC2)c(OC)c1 (stereo unspecified)	-4	1	3	9	17	6	11	-5
Cc1ccc(NC(=O)c2ccc(Cl)c(S(=O)(=O)N3CCCCC3)c2)nc1	9	11	6	16	5	8	5	-3
CCC(C(=O)NC1CC1)n1nc(C)c2c(C)n(-c3ccc(C)cc3)nc2c1=O (stereo unspecified)	-3	9	-4	7	8	-10	3	-14

The results go on:
structure	EBI2 block	UBC13 polyUb	CXCR6 block	CCR6 antag	697 NFkB inh	APJ antagonist	Jurkat NFkB inh	Gli-Sufu antag
O=C(N1CCN(Cc2ccccc2)CC1)C12CC3CC(CC(C3)C1)C2	-3	4	-2	9	-2	14	-10	-17
COCc1nnc(NC(=O)c2cccc(NC(=O)c3ccccc3)c2)s1	-3	-4	6	14	-6	8	-8	-4
O=C(CC1C(=O)NCCN1C(=O)c1ccc([N+](=O)[O-])cc1)Nc1ccc(F)cc1 (stereo unspecified)	-3	0	-8	4	11	-7	-13	-7
CCC(C)c1ccc(NC(=S)N2CCN(c3ccccn3)CC2)cc1 (stereo unspecified)	-4	-2	-8	-7	-18	-45	7	7
CN(C)S(=O)(=O)c1cccc(COc2ncnc3c(Cl)cc(Cl)cc23)c1	-5	64*	-3	10	-8	0	4	-3
COc1ccc(NC(=O)CN2CCN(CC(=O)Nc3ccc4c(c3)OCO4)CC2)cc1	10	-12	1	20	-30	-13	-7	0
O=C(CN1CSCC1=O)N1CCN(S(=O)(=O)c2cc(C(F)(F)F)ccc2Cl)CC1	5	6	-6	6	5	23	1	1
CCOC(=O)C(C)Sc1ncc(-c2ccccc2)cn1 (stereo unspecified)	12	-5	5	3	0	-2	-4	16
